Bioassay records (PubChem)
PriA SSB inh: inhibitors of Klebsiella pneumoniae PriA binding to SSB C-terminal tail; AlphaScreen SSBct-PriA binding, biotinylated peptide; hit rate 0.6% among 430,000; inhibition, % at 33 µM; AID 1272365; in the data active = inhibition mostly above about 37%, no sharp cut-off; inactive = mostly below about 20%;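 also: plate controls were negative control peptide for no effect and reference peptide for full effect; strong numbers were not always called active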
* marks the source's active call; other numbers are inactive results; & = joins results of further samples. A portion of the library; the hit share may differ from the screen's.

SMILES | PriA SSB inh
Cc1ccccc1-c1nc2ccccc2c(=O)n1N=Cc1ccc([N+](=O)[O-])cc1 | 5
CCOc1ccc2nc(NC(N)=NC(=S)Nc3ccc(OC)cc3)nc(C)c2c1 | 2
O=C(Nc1ccc(F)cc1)Nc1nc(C(=O)NCc2ccccn2)cs1 | -9
O=C(NCc1cccs1)c1nnc(-c2ccccc2)o1 | -19
COCCCN1C(=O)C(=O)C(=C(O)c2ccc(S(=O)(=O)N3CCOCC3)cc2)C1c1ccc(C(C)C)cc1 (configuration not stated) | -3
COc1ccccc1Sc1ccccc1C=NNC(N)=O | -3
COc1cc(/C=N\NC(=O)COc2cc(C)ccc2C(C)C)cc(Br)c1O | 20
Nc1nonc1C(=O)NN=Cc1ccc(-c2cccc([N+](=O)[O-])c2)o1 | -4
O=C(NCc1cccs1)C(=O)NCC1CCN(Cc2ccco2)CC1 | -15
Cc1cccc(CC(=O)N2CCN(Cc3nc(-c4ccc(F)cc4)cs3)CC2)c1 | 7
CC1(C)CC(CN)C1 | -12
CC(=O)NC(=S)Nc1ccc(Nc2ccccc2)cc1 | -10
Cc1cc(NC(=O)c2cc3ccccc3c(=O)s2)no1 | 9
CCOc1ccccc1-c1noc(C2CCCN(S(=O)(=O)c3cccs3)C2)n1 (configuration not stated) | -4
COc1nn(C)cc1C(=O)NC[C@H](OC)c1ccccc1C | -3
COC(=O)c1ccc(Nc2cc(C)nc3cc(C(F)(F)F)ccc23)cc1 | -11
Cc1oncc1C(=O)N1CCC2(CC1)OCCS2 | -17
O=C1Cc2cc(NC(=O)c3ccccc3C(F)(F)F)ccc2N1 | 10
COc1ccc(-n2c(SCC(=O)NCC3CCCO3)nnc2-c2c[nH]c3ccccc23)cc1 (configuration not stated) | 14
Cc1ccc(C(C)C)c(OCc2ccc(C(=O)NN=Cc3ccc(O)c(O)c3)cc2)c1 | 4
CN(C)CCN(C(=O)c1cc2cc([N+](=O)[O-])ccc2s1)c1nc2cc3c(cc2s1)OCO3 | 28
CCn1cc(C(=O)Nc2ccccc2-c2ccc(=O)n(C)n2)c(=O)c2ccc(C)nc21 | -15
O=C1CC(Nc2ccc(N3CCCCC3)cc2)C(=O)N1c1ccccc1F (configuration not stated) | 41
CSc1cccc(C(=O)N(CCn2cccn2)c2nc3c(Cl)cccc3s2)c1 | -9
O=C(NN=Cc1cccc([N+](=O)[O-])c1)c1cc(-c2ccccc2)nc2ccccc12 | 2

Overlap with the part before: 2 compounds, then new ones.
SMILES | PriA SSB inh
CSc1cccc(C(=O)N(CCn2cccn2)c2nc3c(Cl)cccc3s2)c1 | -9
O=C(NN=Cc1cccc([N+](=O)[O-])c1)c1cc(-c2ccccc2)nc2ccccc12 | 2
CCN1C(=O)C(C)(C)COc2cc(NC(=O)CCc3ccc(OC)cc3)ccc21 | 4
CC(=O)Nc1ccc(S(=O)(=O)NCC(=O)O)cc1 | -16
NC(Cn1cncn1)=NNC(=O)c1ccc(Cl)cc1Cl | -7
Cc1ccccc1NC1SC(=O)N(CC(C)C)C1=O (configuration not stated) | -7
COc1ccc(-c2nc(S(=O)(=O)c3ccccc3)c(S(C)(=O)=O)o2)cc1 | -16
C[C@](O)(CNC(=O)Cc1ccc(F)cc1)c1ccc2c(c1)OCO2 | -11
CCOC(=O)c1cc([N+](=O)[O-])sc1NC(=O)c1cc(Cl)sc1Cl | -7
O=C(Cc1cccs1)NCc1ccsc1 | -5
CC1C(=O)N2CCCc3cc(NC(=O)COc4ccc5ccccc5c4)cc1c32 (configuration not stated) | -8
O=C(NCC1CCN(Cc2ccsc2)CC1)Nc1cccc(C(F)(F)F)c1 | -8
Cc1ccc(N2CC(C(=O)NCCn3ncccc3=O)CC2=O)cc1C (configuration not stated) | 4
CC1CCCCN1c1ccc(N2CCN(C(=O)C3CCCCC3)CC2)nn1 (configuration not stated) | 3
COc1ccc(C)cc1NC(=O)C(=O)NCCCN1CCOC(c2ccccc2)C1 (configuration not stated) | -5
Cc1c(Cl)ccc2sc(N(CCCN3CCOCC3)C(=O)c3cccs3)nc12 | -2
CN(C)C(CNC(=O)Cc1ccc(F)cc1)c1ccco1 (configuration not stated) | -2
CC(=O)N1CC(C(=O)N2CCN(C3CCCCC3)CC2)C1 | -4
O=C(Nc1nnc(SCc2cccc(C(F)(F)F)c2)s1)c1cc(Cl)ccc1Cl | 5
COc1ccc(C(=O)NCC(c2cccn2C)N2CCCC2)c(OC)c1OC (configuration not stated) | 3
Cc1noc(C)c1CC(=O)Nc1nc(-c2ccco2)cs1 | 2
O=c1c2oc3ccccc3c2n(Cc2ccccc2F)c(=O)n1Cc1ccc2c(c1)OCO2 | -18&-6
COc1ccc(NC(=O)CSc2ccc(NC(=O)c3ccco3)nn2)c(OC)c1 | -5&6
CCOC(=O)c1c(NC(=O)c2cc(C)no2)sc2ccccc12 | -4&-1
CCCCN(C(=O)c1ccc(C(C)(C)C)cc1)C1CCS(=O)(=O)C1 (configuration not stated) | -11
Cc1sc(NC(=O)C2CCN(S(C)(=O)=O)CC2)c(C#N)c1C | -9
O=C(NCCn1ccc(-c2cccs2)n1)Nc1cccs1 | -9

(listing goes on)
SMILES | PriA SSB inh
O=C1CCC(C(=O)Nc2ccccc2-c2cn3ccsc3n2)N1 (configuration not stated) | 7
CC(C)(Oc1ccc(Cl)cc1)C(=O)NCCn1nc(-c2ccccn2)cc1C1CC1 | 8
O=C(NC1CCCC1)c1ccc2c(=O)n(Cc3ccccc3)c3nn(Cc4ccccc4)c(=O)n3c2c1 | 3
CSc1ccc(CNC(=O)C2CCc3nn(C)c(=O)cc3C2)cc1 (configuration not stated) | 2
Cc1nnsc1C(=O)N1CCC2(CC(=O)c3ccccc3O2)C1 (configuration not stated) | -22
Cc1ccc(S(=O)(=O)c2nc(-c3ccccc3)oc2Sc2nc3ccccc3[nH]2)cc1 | 4&1
COc1ccc(-c2csc3c(=O)n(Cc4ccc(Cl)cc4)cnc23)cc1 | -7
COc1ccc(-c2nc(SC(CC(=O)NCc3cccnc3)c3ccc(OC)c(OC)c3)n[nH]2)cc1 (configuration not stated) | -1
CC(=O)c1ccc(N2CCN(C(=O)c3coc(NC(=O)C4CCC4)n3)CC2)cc1 | -10
CCn1c(SCC(=O)Nc2ccc(F)cc2F)nnc1-c1cn(C)nc1OC | 3
COc1ccc(Cl)cc1NC(=O)NNC(=O)c1cccn(Cc2cccc(F)c2)c1=O | -7
COc1ccc(F)cc1S(=O)(=O)NCCCn1nc(-c2ccccc2)ccc1=O | -10
COc1ccc(NC(=O)Cc2c(OC)ccc3cc(Br)ccc23)c(OC)c1 | 6
O=C(COc1ccccc1[N+](=O)[O-])NN=C/C=C/c1ccco1 | -15
COc1cc(=O)n(-c2ccccc2)nc1C(=O)NCCn1nc(-n2cncn2)ccc1=O | -11
CC(=O)N1CCC(CN2CCN(C(C)=O)CC2)CC1 | -7
Cc1ccc(F)cc1Nc1ncnc(N)c1[N+](=O)[O-] | -9
COc1ccc(SCC(=O)Nc2nc(-c3ccc4c(c3)OCO4)cs2)cc1 | 0
CCCc1sc(NN=Cc2ccccn2)nc1-c1ccc(F)cc1 | 41*
O=C(c1cn(-c2cccc(Cl)c2)nn1)N1CCCCCC1 | -3
Cc1cc(NC(=O)Cn2nc(-n3ccc4ccccc43)ccc2=O)on1 | -20
CS(=O)(=O)N1N=C(c2ccccc2)C[C@H]1c1ccsc1 | -9
CC(=NNS(=O)(=O)c1ccc(C)c([N+](=O)[O-])c1)c1ccc2c(c1)OCO2 | -3
CO[C@@H](CNC(=O)c1cc2ccccc2o1)c1ccc(C)s1 | -8
CCOC(=O)c1ccc(Nc2c(C#N)cnc3ccc(CC)cc23)cc1 | 9&-31

Remaining list, next part
SMILES | PriA SSB inh
CS[C@H]1CCN(C(=O)CSc2ccc(F)cc2)C1 | -28
O=C(O)CNC(=O)CN1C(=O)S/C(=C\C=C\c2ccccc2)C1=O | -12
Nc1c(-c2nc(-c3ccccc3F)no2)nnn1-c1ccc(Br)cc1 | -1
COCCn1c(=O)c2c(nc3n(-c4ccccc4F)c(-c4ccccc4)cn23)n(C)c1=O | -3
COc1ccc(N2CCN(c3oc(-c4ccc(C)cc4)nc3C#N)CC2)cc1 | 76
Cc1ccc(CNc2cc(C)nc(-n3nc(C)cc3C)n2)cc1 | -2
NC(=NOC(=O)c1ccco1)c1cccc(Br)c1 | -25
C[C@](O)(CNC(=O)c1ccsc1)c1cc2ccccc2s1 | -9
COc1ccc(OC)c2sc(NCC3CCCO3)nc12 (configuration not stated) | 13
COc1ccc(Cc2nnc(NC(=O)C3CCCC3)o2)cc1 | 6
Cc1ccc2oc(C(=O)Nc3cccc(Cl)c3C)cc2n1 | 7
C=C(C)C1CC=C(C)C(=NNC(=O)CNc2ccc(OCC)cc2)C1 (configuration not stated) | 3
Nc1nc(-c2ccccn2)nc2ccccc12 | 140*
O=c1ccc(-c2ccc(F)cc2)nn1CCCNS(=O)(=O)c1cc(F)ccc1F | -16
CC1CCc2c(sc3nc(SCC(=O)NCC4CCCO4)n(-c4ccccc4)c(=O)c23)C1 (configuration not stated) | -13
O=C(Nc1cccc(Cl)c1)ON=Cc1ccncc1 | -9
Cc1csc(NC(=O)CCn2cnc3c(cnn3C(C)(C)C)c2=O)n1 | -2
COc1cccc(C=Nn2nnc3c(cnn3-c3ccccc3)c2=O)c1 | -17
Cc1sc(NC(=O)c2cccc(N3C(=O)CCC3=O)c2)c(C(N)=O)c1C | -12
C/C(C=NNC(=O)CN1CCN(Cc2ccccc2)CC1)=C\c1ccco1 | 0
Nc1nc(SCC(=O)NCC2CCCO2)[nH]c(=O)c1NC(=O)c1ccccc1F (configuration not stated) | -11
COc1ccc(CCC(=O)NCc2ccnc(-c3ccsc3)c2)cc1Br | 2
Cc1nc2ccccn2c1C(=O)NC1CCN(c2nccs2)CC1 | 4
COc1ccccc1N1CCN(N=Cc2cccc(OC)c2OC)CC1 | 31
COc1ccc(/C=C(\C#N)c2nc(-c3ccc(C)cc3)c(NC(C)=O)s2)c(OC)c1 | 0

Carrying on.
SMILES | PriA SSB inh
Cc1nn(C(=O)c2ccc(F)cc2)c(C)c1Sc1ccc(F)cc1 | -14
Cc1cc(N2CCCCC2)nc(N2CCN(C(=O)c3ccc4c(c3)OCO4)CC2)n1 | 8
O=c1ccc(-c2ccccc2Br)nn1Cc1nc(-c2ccc3c(c2)OCO3)no1 | 1
O=C(CC1CCCC1)NCC(O)Cn1ccccc1=O (configuration not stated) | 5
CCOc1cccc2sc(NC(=O)CSc3ccccc3)nc12 | -17
CC1CCN(S(=O)(=O)c2ccc(C(=O)N=c3sc4cc5c(cc4n3C)OCCO5)cc2)CC1 | -17
Cn1c(=O)oc2ccc(S(=O)(=O)Nc3cnc4ccnn4c3)cc21 | -5
COc1ccc(N(C(=O)C2CC2)C2C=CS(=O)(=O)C2)c(OC)c1 (configuration not stated) | 2
NC(=O)c1ccsc1NC(=O)c1ccc(S(=O)(=O)N2CCc3ccccc3C2)cc1 | -4
COc1cc(C=NNC(=O)CSCc2ccc([N+](=O)[O-])cc2)cc(OC)c1OC | 4
Cc1nc2oc(-c3ccccc3)nc2cc1NC(=O)c1nc2ccccc2s1 | -26
O=C(COc1coc(CN2CCN(c3ccccc3F)CC2)cc1=O)N1CCCCC1 | -1
COc1ccc(C=NNC(=O)C(=O)N2CCN(c3ccccc3OC)CC2)cc1 | -3
Cc1nnc(C2CCN(Cc3ccccc3C#N)CC2)s1 | -8
Cc1cc(C=NO)c(C)n1-c1ccccc1 | 14
COc1cccc(-c2nnc(NC(=O)c3ccc4ccccc4c3)o2)c1 | 11
CCC(=O)Nc1ccc(S(=O)(=O)NC(C)(C)C)cc1 | -13
CCCNC(=O)c1ccc2c(=O)n(CC3CCCO3)c(SCc3ccc([N+](=O)[O-])cc3)nc2c1 (configuration not stated) | 15
O=S1(=O)CC2OC2C1 (configuration not stated) | 2
N#Cc1nccnc1O[C@H]1CCCN(C(=O)c2ccc(C(F)(F)F)nc2)C1 | -21
S=c1[nH]nc(-c2ccccn2)n1N=Cc1cccc(Cl)c1 | 22
O=C(CN1C(=O)COc2ccccc21)Nc1nc(-c2ccccn2)cs1 | 39
CC(=NNS(=O)(=O)c1ccc(C)cc1C)c1ccc2c(c1)OCO2 | -9
CN(C)S(=O)(=O)c1ccc(C(=O)NCCn2ccc(-c3ccccn3)n2)cc1 | -5
CCOc1ccc(/C=C/c2nc(C#N)c(N3CCN(C(=O)c4ccccc4C)CC3)o2)cc1 | 13
Cc1cc(NC(=O)c2cccs2)n(-c2nc(-c3cccs3)cs2)n1 | 3
Cc1nnc(C)n1N=Cc1ccccc1 | -19
COc1cccc2cc(C(=O)Nc3nnc(-c4cc(Cl)sc4Cl)o3)oc12 | -6
COc1ccc(Cl)cc1C(=O)Nc1ccc2c(c1)CN(C(=O)c1ccccc1)CC2 | -8&-7

16 compounds out of the list, arranged by molar mass, largest number first.
SMILES | PriA SSB inh
CCCNC(=O)c1ccc2c(=O)n(CC3CCCO3)c(SCc3ccc([N+](=O)[O-])cc3)nc2c1 (configuration not stated) | 15
O=C(COc1coc(CN2CCN(c3ccccc3F)CC2)cc1=O)N1CCCCC1 | -1
COc1ccc(Cl)cc1C(=O)Nc1ccc2c(c1)CN(C(=O)c1ccccc1)CC2 | -8&-7
COc1cccc2cc(C(=O)Nc3nnc(-c4cc(Cl)sc4Cl)o3)oc12 | -6
Cc1cc(N2CCCCC2)nc(N2CCN(C(=O)c3ccc4c(c3)OCO4)CC2)n1 | 8
COc1ccc(C=NNC(=O)C(=O)N2CCN(c3ccccc3OC)CC2)cc1 | -3
Cc1nc2oc(-c3ccccc3)nc2cc1NC(=O)c1nc2ccccc2s1 | -26
N#Cc1nccnc1O[C@H]1CCCN(C(=O)c2ccc(C(F)(F)F)nc2)C1 | -21
Cc1cc(NC(=O)c2cccs2)n(-c2nc(-c3cccs3)cs2)n1 | 3
CC(=NNS(=O)(=O)c1ccc(C)cc1C)c1ccc2c(c1)OCO2 | -9
Cc1nn(C(=O)c2ccc(F)cc2)c(C)c1Sc1ccc(F)cc1 | -14
Cc1nnc(C2CCN(Cc3ccccc3C#N)CC2)s1 | -8
CCC(=O)Nc1ccc(S(=O)(=O)NC(C)(C)C)cc1 | -13
O=C(CC1CCCC1)NCC(O)Cn1ccccc1=O (configuration not stated) | 5
Cc1cc(C=NO)c(C)n1-c1ccccc1 | 14
Cc1nnc(C)n1N=Cc1ccccc1 | -19
